P. falciparum M17LAP = P. falciparum M17LAP inhibitors, primary screen, biochemical, fluorogenic H-Leu-NHMec substrate, 1536-well (AID 1619); 220,000 compounds, 0.38% hits; recombinant M17LAP, H-Leu-NHMec fluorogenic kinetic assay; higher % means a stronger effect; inhibition, % at 30 µM; hits with a dose series show IC50 in µM;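 active means compound inhibiting the enzyme by more than half at any dose during confirmatory dose-response retesting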;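 further: plate controls were full reaction with DMSO carrier for no effect and no enzyme background for full effect; strong numbers were not always called active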
NOD2 inhibition = inhibition of NOD2-driven NF-kB reporter – cell-based, luminescence, uHTS, HEK293 (AID 1566); HEK293 NOD2/NF-kB luciferase reporter, luminescence; higher % means a stronger effect; inhibition, % at 4 µM, or EC50 in µM where a hit was titrated; 290,000 compounds, 0.63% hits; in the data active means inhibition above about 50%; further: many of its hits are not listed in these tables
MT stabilizer = stabilizes microtubules in HeLa cells; % tubulin-high responders, % at 10 µM; HeLa tubulin immunostaining HCS, 24 h; share of cells brighter than vehicle mean+2SD; 200,000 compounds, 0.83% hits; AID 2205;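 active means plate Z-score above 3 for both tubulin-high and condensed-nucleus cell shares, with cell loss under 80%, at 10 µM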;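 further: anti alpha tubulin signal scored within the nucleus-defined area of each cell; some results filed as inactive read as strong as hits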
Autophagy mod = modulators of autophagy; MEF GFP-LC3 puncta imaging; test concentration mostly 10 µM; calls only at 10 µM (by protocol); 190,000 compounds, 0.98% hits;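 active means percentage of spot-positive cells more than 3 SD above its plate mean, without a fluorescence outlier flag or 80% toxicity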;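 further: spot-positive cell cutoff set from DMSO-treated cells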
Dynein cargo inh = blocks dynein driven cargo transport along microtubules | z-score, hits read low | 3617.4 mouse cells, GR-EGFP nuclear translocation imaging; test concentration mostly 20 µM; stimulated with dexamethasone, 1 µM; active compounds read low | 220,000 compounds, 0.47% hits | AID 1381;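 active means plate z-score of nuclear minus cytoplasmic receptor signal below a set negative limit, without overly bright fluorescence or cell loss, cut at about -3.5 in these data, passing the limit was not always enough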;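 further: z-score of nuclear minus cytoplasmic ring GR-EGFP intensity difference per well; some compounds called inactive have numbers as strong as hits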
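Buffer or medium: tet-free, stripped-serum medium; reagent: dexamethasone at 1.0 µM final, 30 min; incubation: 48 h induction, 1 h compound, 30 min dex at 37 °C; measured by: formaldehyde fixation, Hoechst nuclear stain, 10x automated fluorescence imaging; read-out: nuclear-to-cytoplasmic GR-EGFP distribution per well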
Yfh1-off respiration = enhancers of respiration in Yfh1-depleted yeast, dose response, Friedreich's ataxia, plus single-dose screen (AID 1465); S. cerevisiae Yfh1-off respiration, WST-1 reduction, 72 h; higher fold induction means a stronger effect; fold induction at 50 µM, or EC50 in µM where a hit was titrated; 220,000 compounds, 0.074% hits;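 active means fold induction of absorbance versus untreated yeast above a set limit, then at least 30% activation at any dose in follow-up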;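 further: activators that raise dye reduction in frataxin-depleted yeast; strong numbers were not always called active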
NOD1 inhibition = inhibition of NOD1-driven NF-kB reporter – cell-based, luminescence, uHTS, primary screen (AID 1578); NOD1-driven NF-kB luciferase reporter cells, luminescence; higher % means a stronger effect; inhibition, % at 4 µM; hits with a dose series show EC50 in µM; 290,000 compounds, 1% hits; in the data active means inhibition mostly above about 36%, no sharp cut-off; inactive means mostly below about 34%;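 further: HEK-293T reporter cells stimulated with the NOD1 agonist gamma-tri-DAP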
b-catenin transl = alters nuclear translocation of beta-catenin in HeLa cells; nuclear translocation activity, % at 5 µM; 190,000 compounds, 0.3% hits; immunofluorescence imaging; AID 1665;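 active means nuclear translocation activity above 50% at 5 µM, with a well cell count of 50 or more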;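 further: per-cell ratio of nuclear to cytoplasmic median beta-catenin stain intensity; plate controls were DMSO negative control for no effect and GSK-3 inhibitor IX positive control for full effect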
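assay system = human HeLa cells, endogenous beta-catenin | times = compound treatment 24 h, 37°C, 5% CO2 | detection = Anti-beta-catenin immunofluorescence on PFA-fixed, Triton-permeabilized cells, DAPI nuclei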
Ins promoter up = MIN6 insulin promoter up-regulation | MIN6 insulin promoter-GFP reporter, high-content imaging; active compounds read high | z-score at 5 µM | 190,000 compounds, 0.3% hits | AID 1625;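 active means z-score above 3 at 5 µM with at least 500 cells counted in the well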
Dynein cargo inh cytoplasmic EGFP = further read-out of Dynein cargo inh, marked with its call; z-score; measured here: cytoplasmic GR-EGFP intensity; active compounds read high
Dynein cargo inh nuclear GR-EGFP = second read-out of Dynein cargo inh, no call of its own (marks repeat the call); z-score; measured here: nuclear GR-EGFP intensity;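 lower value marks the stronger effect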
Dynein cargo inh cell count = recorded beside Dynein cargo inh, whose call it bears; z-score; measured here: cell count per field
Ins promoter up cell count = also measured in Ins promoter up; calls as there; cell count; measured here: cytotoxicity, nuclei count;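 total cells summed across four imaged fields per well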
b-catenin transl cell count 5 µM = second read-out of b-catenin transl, no call of its own (marks repeat the call); cell count; measured here: cell count, cytotoxicity flag
MT stabilizer Hoechst-high % = recorded beside MT stabilizer, whose call it bears; % Hoechst-high responders; measured here: nuclear condensation Hoechst responders;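 share of cells brighter than vehicle mean plus two SD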
MT stabilizer cytotoxicity % = recorded beside MT stabilizer, whose call it bears; toxicity, %; measured here: cytotoxicity by cell density;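 0% = mean cell density of plate MIN control wells and 100% = no cells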
Autophagy mod cell loss 18 h = second read-out of Autophagy mod, no call of its own (marks repeat the call); toxicity, %; measured here: cell loss, nuclei count;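 cell loss after 18 h compound exposure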
* hit, by the source's call; i = inactive; . = not tested or not shown; + = active, no number. Only part of the results is shown; count on the stated rates, not on these rows.

SMILES	P. falciparum M17LAP	NOD2 inhibition	MT stabilizer	MT stabilizer Hoechst-high %	MT stabilizer cytotoxicity %	Autophagy mod	Autophagy mod cell loss 18 h	Dynein cargo inh	Dynein cargo inh cytoplasmic EGFP	Dynein cargo inh nuclear GR-EGFP	Dynein cargo inh cell count	Yfh1-off respiration	NOD1 inhibition	b-catenin transl	b-catenin transl cell count 5 µM	Ins promoter up	Ins promoter up cell count
Cn1c(CNC(=O)c2ccccc2F)nnc1SCc1ccc(Cl)cc1	2%	-4%	4.3	2.4	7.5	i	-9	-0.45	-0.2	-0.043	-0.0049	i	-45%	0.9	1112	-0.76	1696
Clc1ccc(Sc2cnc3ccccc3n2)cc1	-6%	-21%	1.9	1.9	7.8	i	1	-0.28	-0.15	0.14	0.86	i	-10%	-6.1	1248	0.04	1320
Cc1ccc(S(=O)(=O)NCCC(=O)Nc2ccc(Cl)c(Cl)c2)cc1	-21%	13%	2.0	2.3	5.7	i	10	0.096	-0.29	-0.037	0.4	i	39%	1.9	990	.	.
CCC(c1nnnn1C1CCCC1)N1CCN(C(=O)c2ccco2)CC1 (stereo not given)	-2%	-3%	2.7	3.4	11	i	-10	0.42	-0.15	0.4	0.17	i	-15%	-5.2	1092	0.17	1173
CCOC(=O)c1c(-c2ccc(-c3ccccc3)cc2)csc1NC(=O)CCN1CCOCC1	-10%	31%	4.7	0.8	5.2	i	-30	0.29	-0.05	0.18	-0.94	i	-12%	0.7	1011	-0.85	1288
CCc1ccccc1NC(=S)NCc1cccn1C	8%	5%	1.6	2.1	0.4	i	-5	-0.14	-0.26	0.0044	0.3	i	-24%	-0.2	1078	-0.49	1486
C(=C\c1ccco1)/C1=NN(c2ccccc2)C(c2ccco2)C1 (stereo not given)	2%	-7%	3.5	3.9	6.1	i	-13	-0.22	0.32	0.087	-0.76	i	-24%	-5.5	560	0.09	526
CCc1ccccc1NC(=S)N(Cc1ccco1)C(C)c1cccs1 (stereo not given)	-2%	-9%	2.6	0.6	5.1	i	21	0.17	-0.17	0.11	-0.095	i	-13%	0.4	1055	0.09	1180
CCN(CC)S(=O)(=O)c1ccc(O)c(C(=O)OCC(=O)N(C)Cc2ccccc2)c1	-1%	-2%	1.0	1.3	6.3	i	5	-0.09	-0.2	-0.23	0.38	i	-34%	-5.8	881	0.57	1086
CCOC(=O)Cc1csc(NC(=O)Cn2cnc3c2c(=O)n(C)c(=O)n3C)n1	-3%	-5%	4.3	3.0	8.1	i	16	-0.12	-0.21	-0.15	-0.013	i	-28%	-1.3	1067	0.55	1551
CCOC(=O)C1=C(Cc2ccc(OC)cc2)C(=O)c2ccccc2C1=O	-6%	18%	45*	36*	35*	i	16	-6.1	12	-1.4	-0.099	.	4%	2.2	1180	1.2	825
CC1OC(Nc2ccc(OC(F)(F)F)cc2)C(O)C(O)C1O (stereo not given)	-9%	19%	3.5	3.2	15	i	11	-1	-0.27	-0.3	0.37	i	-10%	-2.0	933	0.41	1520
Cc1ccc(NC(=O)C2CC(=O)NC(N3CCc4ccccc43)=N2)cc1 (stereo not given)	3%	-8%	2.1	2.1	9.7	i	-10	-0.0011	-0.19	0.16	0.045	i	-27%	-0.3	1090	0.08	1902
COc1cc(C2C3C(=O)N(c4ccccc4)C(=O)C3ON2c2ccccc2)cc(OC)c1OC (stereo not given)	10%	7%	0.7	1.4	2.4	i	0	-0.025	-0.23	-0.2	0.39	i	10%	1.0	1182	0.47	1104
COc1ccc(N=Cc2c(O)c3ccccc3n2C(C)=O)cc1	0%	-37%	.	.	.	.	.	1.2	10	2.5	0.77	i	5%	-0.4	1362	1.8	902
O=[N+]([O-])c1ccc2[nH]c(O)c(N=NC(=S)Nc3cccnc3)c2c1	-3%	15%	.	.	.	.	.	0.14	-0.25	0.5	0.18	i	0%	1.9	1335	-0.58	945
CS(=O)(=O)N1CCN(C(=O)c2ccccc2F)CC1	7%	9%	1.7	3.2	4.9	i	-8	-0.42	-0.25	-0.45	-0.39	i	-17%	.	.	-0.73	1349
Cc1ccc(OCC(=O)NNC(=S)NCc2ccccc2)cc1	5%	6%	1.5	1.7	5.2	i	-7	0.17	-0.36	0.2	0.34	i	-15%	0.0	1564	1.4	1547
O=C(Nc1nnc(-c2ccco2)o1)c1ccc(Cl)cc1	3%	2%	3.0	2.0	3.4	i	2	0.46	-0.033	0.49	-1.1	i	6%	-1.8	1070	0.12	1277
CCN(CC)CCN(C(=O)c1ccc(Br)s1)c1nc2cc3c(cc2s1)OCO3	-1%	-4%	2.7	1.5	8.2	i	3	-0.77	-0.29	-0.45	0.55	i	-38%	0.5	1052	-0.14	1263
O=C1CCC(C(=O)NCCCn2ccnc2)N1 (stereo not given)	-8%	10%	5.3	2.0	14	+	46*	2.2	-0.41	1.2	-0.19	i	-8%	-1.3	1083	0.65	2044
CCCCc1[nH]c(=O)c(C#N)c2c1CSC(C)(C)C2	5%	17%	3.2	1.7	2.6	i	3	-0.59	-0.14	-0.097	0.88	i	4%	1.7	1170	0.59	1276
CCOC(=O)NNc1cc(C(F)(F)F)ccn1	7%	-28%	.	.	.	.	.	-0.9	-0.3	-0.73	2.4	i	20%	0.2	1293	0.3	1505
Cc1nc(-c2ccccc2O)n(S(=O)(=O)N(C)C)n1	-6%	9%	3.2	2.6	30	i	9	2.8	0.022	2	-1.9	i	.	.	.	-0.07	1321
FC(F)(F)c1cc(-c2ccco2)nc(NCc2ccccc2)n1	-1%	18%	3.2	1.9	11	i	19	-0.66	0.024	-0.23	-0.092	i	-13%	1.1	1280	-0.69	1637
CCOc1ccc(NC(=O)N(C2CCCC2)C2CCN(C(C)=O)CC2)cc1	-3%	17%	2.6	2.0	7.0	i	1	0.14	-0.32	0.19	0.47	i	7%	-1.2	1079	.	.
CCOC(=O)c1csc(-c2ccc(OC)c(OC)c2)n1	2%	11%	2.0	1.3	3.0	i	-3	-0.81	-0.24	-1.1	0.84	i	-41%	-2.1	1077	-0.93	1118
O=C(COC(=O)c1ccc(Br)cc1)Nc1ccccc1Br	-1%	-2%	4.2	1.6	3.7	i	3	1.1	-0.34	0.29	0.04	i	-2%	-0.2	1106	0.02	1345
Oc1ccccc1-c1csc(-c2ccccc2)n1	7%	-74%	3.2	3.4	6.8	i	2	-0.49	-0.36	0.23	0.12	i	-19%	-0.1	1119	1.4	1135
O=C(CNc1ccc(Br)cc1)c1ccccc1	2%	-10%	1.7	1.5	4.8	i	18	-0.54	-0.17	-0.34	0.74	i	-6%	0.7	1373	-0.22	1534
CC(C)Cn1c(N)c(C(=O)CCl)c(=O)n(C)c1=O	4%	5%	4.3	3.0	3.1	i	31	-3	0.053	-0.57	0.21	i	10%	.	.	0.49	1393
CC1CC(C)CN(CC(=O)NC(c2ccccc2)c2ccccc2)C1 (stereo not given)	-5%	-4%	0.9	2.4	8.6	i	26	-0.11	-0.27	-0.0059	0.87	i	10%	-1.2	1019	-1.1	1358
Cc1ccsc1/C=N/NC(=O)c1ccc(Cn2cc(Br)cn2)o1	27%	-23%	3.7	2.2	1.2	+	-9.4*	0.92	-0.14	0.39	-1.7	i	-14%	.	.	-0.08	1387
CC(=O)c1c(OC(=O)c2ccco2)c2ccccc2n1C	8%	6%	6.6	2.8	7.4	i	24	-0.27	0.029	0.1	0.33	.	-33%	-0.5	1047	0.59	1170
O=C(Nc1ccc(F)cc1)N1CCc2ccccc2C1	2%	-68%	3.5	2.7	8.2	i	-16	-0.22	-0.21	-0.19	-0.048	i	-50%	-1.3	1014	0.96	1452
C[C@H](NC(=O)CCn1nnc2ccccc2c1=O)C(=O)O	-7%	9%	.	.	.	.	.	0.76	-0.23	0.35	0.65	i	1%	-0.2	1375	0.32	989
Cn1c(=O)cc(OCCCC(=O)N2CCN(Cc3ccc4c(c3)OCO4)CC2)c2ccccc21	8%	-13%	4.8	2.2	6.0	i	2	-0.66	-0.33	-0.33	0.86	i	.	-2.3	1369	0.1	857
CCc1nnc(N/N=C/c2ccccc2Cl)n1N	12%	13%	1.6	1.3	3.9	i	26	1.7	-0.14	0.95	-1.4	i	1%	-1.5	1292	-0.07	1539
COc1ccc(C2C(C#N)=C(N)OC3=C2C(=O)CC(C)(C)C3)c(OC)c1OC (stereo not given)	3%	17%	3.7	2.8	6.5	i	-7	-0.36	-0.15	0.21	0.56	i	2%	-3.1	859	1.3	1318
COc1cc(/C=N/n2cnn(Cc3ccccc3Cl)c2=S)cc(OC)c1OC	0%	11%	5.9	3.3	1.4	i	2	0.31	-0.34	0.41	0.51	i	15%	-1.8	1102	-0.71	1330

Limited to P. falciparum M17LAP, NOD1 inhibition and Yfh1-off respiration, for 2 of the compounds above:
structure,P. falciparum M17LAP,NOD1 inhibition,Yfh1-off respiration
COc1ccc(C2C(C#N)=C(N)OC3=C2C(=O)CC(C)(C)C3)c(OC)c1OC (stereo not given),3%,2%,i
COc1cc(/C=N/n2cnn(Cc3ccccc3Cl)c2=S)cc(OC)c1OC,0%,15%,i
